MEKK2wt PB1 HTS = raises or lowers MEK5 binding to wildtype human MEKK2 PB1 domain; binding response (% of control), % at 10 µM; 290,000 tested, 1.1% active; Q9Y2U5; AID 1531; bead flow cytometry, Alexa488-MEK5 binding to MEKK2 WT; actives lie on both sides; in the data active = binding response below about 67% or above about 130%
MEKK3 PB1 HTS = MEKK3-MEK5 PB1 interaction, increase or decrease | Q99759 | bead-based flow cytometry, Alexa488-MEK5 binding to MEKK3; actives lie on both sides; 0 = blocked by unlabeled MEK5, 100 = vehicle | binding response (% of control), % at 10 µM | 290,000 tested, 1.4% active | AID 1529;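 active = binding response more than 3 SD above or below the average of its plate-row segment, actives on both sides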;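 also: Alexa488 bead fluorescence after subtracting the streptavidin-only scavenger bead signal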
Target sequence (Q99759 whole entry, looked up): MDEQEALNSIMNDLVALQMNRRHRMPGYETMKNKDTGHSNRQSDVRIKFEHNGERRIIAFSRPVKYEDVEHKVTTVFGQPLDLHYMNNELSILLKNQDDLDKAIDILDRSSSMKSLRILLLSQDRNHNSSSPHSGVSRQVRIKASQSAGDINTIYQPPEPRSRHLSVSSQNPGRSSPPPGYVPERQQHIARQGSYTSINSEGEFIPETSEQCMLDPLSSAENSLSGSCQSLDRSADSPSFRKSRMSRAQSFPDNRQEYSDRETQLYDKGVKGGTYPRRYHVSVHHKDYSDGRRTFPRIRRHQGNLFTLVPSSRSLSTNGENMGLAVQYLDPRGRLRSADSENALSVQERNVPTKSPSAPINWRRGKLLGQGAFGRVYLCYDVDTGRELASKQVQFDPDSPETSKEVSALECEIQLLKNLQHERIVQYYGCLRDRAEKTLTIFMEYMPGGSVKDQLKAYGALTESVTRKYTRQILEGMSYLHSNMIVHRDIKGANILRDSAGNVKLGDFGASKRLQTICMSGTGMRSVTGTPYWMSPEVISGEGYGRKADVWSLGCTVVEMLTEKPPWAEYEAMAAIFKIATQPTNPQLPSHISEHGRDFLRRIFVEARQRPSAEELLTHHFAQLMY
UBC9 SUMO inh = inhibitors of human SUMOylation (UBC9); inhibition, % at 35 µM; P63279; HTRF SUMOylation assay, SAE1/SAE2 + UBC9, in vitro; 290,000 tested, 0.36% active; in the data active = inhibition above about 50%, passing the limit was not always enough; also: strong numbers were not always called active
Target sequence (P63279 whole entry, looked up): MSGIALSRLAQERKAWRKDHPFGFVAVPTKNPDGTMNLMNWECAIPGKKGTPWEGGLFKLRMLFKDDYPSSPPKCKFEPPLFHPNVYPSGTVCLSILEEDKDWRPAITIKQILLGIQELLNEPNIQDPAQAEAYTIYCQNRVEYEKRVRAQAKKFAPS
CRFBP-R2 agonist = CRF-BP/CRF-R2 complex agonism | HEK293 CRF-R2/CRF-BP, calcium dye fluorescence (FLIPR); percent of saturating CRF peptide response | activation, % at 13.2 µM | 350,000 tested, 0.46% active;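 active = activation of at least 50%, plus an integration ratio under a set limit after plate pattern correction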;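 also: plate controls were neutral control wells without compound for no effect and CRF at EC100 for full effect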
NS3 helicase inh = inhibitors of Hepatitis C virus NS3 helicase; NS3 helicase DNA unwinding, Cy5 molecular beacon fluorescence; inhibition, % at 10.9 µM; 290,000 tested, 0.56% active; AID 1800;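 active = inhibition above the mean of all tested compounds plus 3 SD, set per campaign, cut at about 35% in these data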;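 also: 0% = DMSO wells and 100% = thioflavine S control wells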
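Material: hepatitis C virus NS3 helicase domain fragment enzyme; measured by: Cy5 fluorescence, 0 and 60 min reads; control set: DMSO and thioflavine S; incubation: 60 min unwinding reaction at 25 °C after ATP addition; read-out basis: % inhibition from 60/0 min fluorescence ratio, DMSO 0%, thioflavine S 100%; repeats: singlicate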
MEKK2 mut-MEK5 = signal of MEK5 binding to mutant human MEKK2 PB1 domain; percent response, % at 10 µM; bead flow cytometry, Alexa488-MEK5 binding to MEKK2 mutant; 290,000 tested, 0.35% active; in the data active = percent response above about 24%, passing the limit was not always enough; also: inactives centre near 1; some results filed as inactive read as strong as hits
DNA FID counter = displaces DNA intercalator in HCV helicase counter-screen; DNA fluorescent intercalator displacement, fluorescence; inhibition, % at 7.9 µM; 290,000 tested, 0.17% active; in the data active = inhibition above about 37%;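 also: 0% = vehicle and 100% = reference compound; higher means more ethidium bromide displaced from hairpin DNA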
CRFBP-R2 block = blocks CRF-induced signaling of the CRF-BP/CRF-R2 complex; HEK293 CRF-R2/CRF-BP, CRF-induced calcium fluorescence; inhibition, % at 11.8 µM; 350,000 tested, 0.59% active; AID 588475;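 active = inhibition of the ligand-induced calcium signal above about 50% at the single tested concentration, limit read from the data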
GalR3 antagonist = blocks the human galanin receptor 3 | HEK293 GalR3-CNG cAMP membrane potential fluorescence; galR3 body fused to GalR1 C-terminus | 360,000 tested, 0.44% active | AID 651719 | inhibition, % at 3 µM;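 active = inhibition above the screen-wide average plus 3 SD, cut at about 13% in these data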;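 also: forskolin and galanin both at EC90 stimulate the cells; cAMP rise reported by CNG channel membrane potential dye signal; 0% = forskolin plus galanin with DMSO and 100% = forskolin alone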
Numbers without * were called inactive; x = no result given; [ ] = another dose, or the depositor's remark. A portion of the library; the hit share may differ from the screen's.

smiles	MEKK2wt PB1 HTS	MEKK3 PB1 HTS	UBC9 SUMO inh	CRFBP-R2 agonist	NS3 helicase inh	MEKK2 mut-MEK5	DNA FID counter	CRFBP-R2 block	GalR3 antagonist
Cc1cccc(C)c1OCCCn1ccnc1	107	101	3	-0.7	-9	-1	10	9	-8
CC(C)Cc1n[nH]c(=O)[nH]1	105	102	3	1.5	7	2	5	-1	1
CN(C)c1nc(NCc2ccccc2)nc(N/N=C/c2ccc(Br)cc2)n1	104	103	1	-0.4	-7	0	-6	2	-4
O=P(OC1CCCCC1)(OC1CCCCC1)C(O)c1ccc(Cl)cc1Cl (stereo not drawn)	92	98	-6	1.2	1	-2	-9	-41	-6
Cc1ccc(-n2c(SCC(=O)N3CCOCC3)nc(O)cc2=O)cc1	102	102	5	-0.9	7	1	-60	-16	-5
Cc1cccn2cc(-c3ccc(NC(=O)Cc4ccccc4)cc3)nc12	98	96	30	-1.2	-2	3	-3	10	x
CCOCCn1c(N2CCCC2)nc2c1c(=O)n(C)c(=O)n2C	105	99	13	-1.1	-2	5	-2	-7	-2
CCOC(=O)C1=NNC2(c3ccc(C)cc3)C(=O)N(c3ccc(Cl)cc3)C(=O)C12 (stereo not drawn)	97	103	-24	-1.8	-26	-2	-21	-5	-6
CC(=O)c1cccc(NC(=O)c2cc(C)no2)c1	112	106	-1	1.3	14	12	6	5	1
COc1ccccc1NC1=Nc2cccc3cccc1c23	102	103	4	-0.7	-7	5	-3	8	-4
C=CCn1c(SCC(=O)Nc2ccccc2C)nnc1-c1ccncc1	100	101	28	-0.3	-1	6	-2	8	1
COc1cccc(/C=C2\SC(=S)N(CCCC(=O)N3CCCCC3CCO)C2=O)c1 (stereo not drawn)	104	105	-16	3.3	-21	3	-33	-6	2
CCOC(=O)c1cc(S(=O)(=O)N(C)Cc2ccccc2)cn1C	109	108	x	0.7	-14	10	-35	8	-1
COc1cccc(C(C(=O)NCC2CCCO2)N(C(=O)Cn2nnc3ccccc32)c2ccc(NC(C)=O)cc2)c1 (stereo not drawn)	100	100	7	0.3	-10	1	-30	1	-7
COc1nc(N(C)C)nc(N(C#N)CCOC(C)=O)n1	97	111	-13	0.3	2	-5	4	-8	-6
O=C(O)COCC(=O)Nc1cc(C(F)(F)F)cc(C(F)(F)F)c1	96	98	6	-3.0	-3	-3	0	7	-4
Cc1cccc(OCC(=O)NCC(=O)N/N=C/c2c(C)[nH]c3ccccc23)c1	93	99	-1	0.0	-14	-5	-9	5	0
FC(F)(F)c1cc(-c2ccccc2)nc(NCc2cccnc2)n1	-1.0*[inhibitor]	1.0*[inhibitor]	12	0.1	-3	-10	-9	-16	-7
COc1ccc(N2CCN(C(=O)c3ccccc3NC(=O)C3=C(C)OCCS3)CC2)cc1	93	92	4	1.0	5	-8	-24	27	-7
Cc1cc(CCN2CCC(=O)NC2=O)ccc1OC(C)C	106	111	18	0.5	2	10	-5	-1	-3
O=C(CCN1CCN(C/C=C/c2ccccc2)CC1)Nc1ccccc1	102	92	9	0.3	-4	-4	9	-9	-4
Cc1ccc(NC(=O)CSc2nnc(-c3ccccn3)n2C)cc1	96	107	0	-0.8	7	0	-13	-7	0
CCCc1nn(C)c2c(=O)[nH]c(-c3cc(S(N)(=O)=O)ccc3OCC)nc12	105	103	8	-1.1	-5	5	-20	-3	-8
Cc1onc(-c2c(Cl)cccc2Cl)c1C(=O)c1c[nH]c(C(=O)NC2CC2)c1	97	97	5	-0.7	-7	-4	-7	2	-6
COCCn1c(CN2CC(C)CC(C)C2)nc2c1c(=O)n(C)c(=O)n2C (stereo not drawn)	108	110	26	1.2	2	10	-4	4	x
CCOc1ccccc1NC(=O)CSc1nnc(-c2ccccn2)n1Cc1ccco1	95	101	10	-4.9	-12	1	-33	30	-5
COc1ccccc1N1C(=NC(=O)COc2ccccc2)SC2CS(=O)(=O)CC21 (stereo not drawn)	102	102	-5	-0.2	3	1	-17	-12	-8
O=C(NCc1ccccc1F)C(c1ccccc1)c1ccccc1	103	103	-3	-4.1	-5	5	-14	30	-13
COC(=O)CSc1nnc(-c2ccc(OC)c(OC)c2)o1	95	94	-3	6.6	11	-6	3	1	-3
Cc1cc(C)n(-c2nnc(N3CCN(c4ccccc4)CC3)nn2)n1	93	106	6	-0.3	1	-3	-10	30	-6
CCC(C)(C)n1nnnc1C(c1cc2cc3c(cc2[nH]c1=O)OCO3)N1CCN(C)CC1 (stereo not drawn)	108	105	28	-0.1	-6	8	5	-3	-4
CCN1C(=O)N(c2ccc(C(C)=O)cc2)S(=O)(=O)c2ccccc21	106	105	10	-1.1	0	7	-14	5	-3
CC(C)=C1C2CCC1C1C(=O)N(NC(=O)c3ccco3)C(=O)C21 (stereo not drawn)	99	98	-2	-2.1	6	-1	1	4	5
CC(C)(CCl)C(=O)Nc1ccc(OC(F)(F)F)cc1	92	96	2	-1.8	-9	-14	4	9	-1
COc1cc(/C=C2\SC(=S)N(CCC(=O)Nc3ccccc3)C2=O)cc(OC)c1OC	81	97	10	8.7	1	-8	-3	-3	-6
O=C(Cc1ccc([N+](=O)[O-])cc1)Nc1nnc(C2CC2)s1	107	171*	-2	-0.8	1	1	2	5	-9

As entered above:
CCC(C)(C)n1nnnc1C(c1cc2cc3c(cc2[nH]c1=O)OCO3)N1CCN(C)CC1 (stereo not drawn) | UBC9 SUMO inh: 28
COc1ccc(N2CCN(C(=O)c3ccccc3NC(=O)C3=C(C)OCCS3)CC2)cc1 | MEKK2wt PB1 HTS: 93

New compounds follow.
smiles	MEKK2wt PB1 HTS	MEKK3 PB1 HTS	UBC9 SUMO inh	CRFBP-R2 agonist	NS3 helicase inh	MEKK2 mut-MEK5	DNA FID counter	CRFBP-R2 block	GalR3 antagonist
Cc1cc(C)nc(SCc2nc3ncccn3c2Br)n1	104	100	7	1.5	3	21	-6	8	-2
COc1ccc(Cl)cc1NS(=O)(=O)c1ccc(OC)c(OC)c1	108	108	16	0.2	4	3	-8	-4	-10
COc1cccc(OC)c1C(=O)NNS(=O)(=O)c1ccc2ccccc2c1	104	102	0	-0.5	-3	1	-18	-4	-6
COc1ccccc1CC(=O)Nc1ccc(NC(=O)c2cccs2)cc1	99	100	22	-0.8	5	2	-5	-15	3
Nc1nc(CN2CCCCCC2)nc(Nc2ccccc2)n1	103	103	0	1.5	-17	2	-2	-16	-4
O=C(Nc1cc(Cl)ccc1N1CCOCC1)c1ccc(Br)o1	102	105	12	-0.4	-2	4	-7	17	-3
C[C@H](N)c1nnc(SCC(=O)N(C)C)o1	98	102	2	0.3	-2	-3	1	20	-7
C/C=C/Cn1c(SCCCc2ccccc2)nc2c1c(=O)[nH]c(=O)n2C	104	105	12	5.1	8	1	0	-79	x
CC1CCN(C(=O)Cn2nnnc2CN2CCOCC2)CC1	101	97	8	-1.3	4	1	-6	5	-1
CCn1c(=S)sc2c(=O)n(CC(=O)Nc3ccccc3C(F)(F)F)c(C)nc21	94	94	-5	0.6	-6	-2	-6	-9	6
O=C1CC(c2ccccc2)Oc2cc(O)cc(O)c21 (stereo not drawn)	111	112	15	-0.8	x	8	x	-1	-1
CC1(C)CC2=C(CO1)C(=S)NC(c1ccccc1)N2CC1CCCO1 (stereo not drawn)	94	101	15	-3.5	-15	-3	-5	12	1
O=C(Cc1ccc(Br)cc1)N1CCc2ccccc2C1	96	94	-4	-3.1	-2	-3	-10	1	-7
CCOc1ccccc1N=Nc1c(C)[nH]n(-c2ccccc2)c1=O	97	98	-5	2.0	-10	-1	1	12	x
Cc1ccc(S(=O)(=O)NCCSCc2ccco2)cc1	85	99	6	1.2	0	-12	-1	11	-5
COc1ccc(CN2CC(C(=O)NCCCN3CCOCC3)CC2=O)cc1 (stereo not drawn)	102	105	-1	0.0	-9	4	5	-2	-2
Cn1c(C(=O)N2COCC2(C)C)cc2c(=O)n3ccccc3nc21	x	x	53*	-0.2	12	x	-6	-20	1
Cc1ccc(-c2csc(C3=C(O)CN(NC(=O)c4ccco4)C3=N)n2)cc1	106	100	11	-2.4	-1	1	-3	2	0
O=C(NC(=S)N1CCCCC1)C12CC3CC(CC(C3)C1)C2	95	100	21	1.1	-7	-1	-10	2	-4
Cc1ccccc1/C=N\NC(=O)c1ccccc1-n1cccc1	99	104	-2	-0.3	-6	0	-4	6	10
Cc1ccc(Nc2nc3nonc3nc2N(C)C)cc1	106	105	17	-1.4	6	8	5	4	-5
O=S1(=O)CCC(NC(=S)Nc2ccc(Cl)cc2)C1 (stereo not drawn)	106	120	-21	-1.8	-1	0	5	13	-1
O=CN1CCN(C(C(=O)NC2CCCC2)c2ccc(Cl)cc2)CC1 (stereo not drawn)	91	91	30	-1.2	-10	-2	-9	2	-1
Cc1ccc(-n2nc3ccc(NC(=O)/C=C/c4ccco4)cc3n2)cc1C	99	106	30	-0.8	10	4	-8	-6	-8
Cc1ccc(N2C(=O)C3C4C=CC(CC4)C3C2=O)c([N+](=O)[O-])c1 (stereo not drawn)	105	108	14	-1.1	13	11	-3	8	-5
NC(=O)c1ccc(C(F)(F)F)cn1	103	101	12	5.0	-6	1	1	9	-2
CN(C)c1ccc(C(=O)OCC(=O)Nc2ccc(N3CCOCC3)cc2)cc1	105	107	-7	-1.2	-6	17	-5	-5	0
